# FLuc counter = firefly luciferase modulation, counter-screen for miR-21 project. purified FLuc, Km substrates, luminescence inhibition. P08659. actives 6.9% (n = 360,000). AID 588342. Potency, µM (series often up to 57.5 µM), without a hit: at the top dose activity change, negative = inhibition, usual class: inhibitors;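 note: potency is the fitted concentration of half-maximal effect; plate controls were vehicle for no effect and reference inhibitor for full effect; nearly all actives have a fitted effect of over 55% in size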
# Target sequence (P08659 whole entry, looked up): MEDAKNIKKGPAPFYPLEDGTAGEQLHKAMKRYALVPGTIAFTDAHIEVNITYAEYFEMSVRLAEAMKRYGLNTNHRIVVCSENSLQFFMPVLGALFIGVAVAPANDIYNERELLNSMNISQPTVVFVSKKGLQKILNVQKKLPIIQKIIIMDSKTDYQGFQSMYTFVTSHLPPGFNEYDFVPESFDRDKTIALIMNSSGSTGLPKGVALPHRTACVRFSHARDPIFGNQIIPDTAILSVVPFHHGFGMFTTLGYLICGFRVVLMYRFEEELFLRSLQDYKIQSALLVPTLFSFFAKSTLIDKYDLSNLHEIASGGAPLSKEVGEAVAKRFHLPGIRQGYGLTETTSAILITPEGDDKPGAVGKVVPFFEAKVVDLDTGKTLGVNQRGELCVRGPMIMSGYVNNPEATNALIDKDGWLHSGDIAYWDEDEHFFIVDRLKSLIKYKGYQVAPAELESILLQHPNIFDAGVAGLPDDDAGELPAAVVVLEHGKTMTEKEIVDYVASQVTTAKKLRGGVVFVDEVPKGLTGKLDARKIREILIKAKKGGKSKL
#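 Purified P. pyralis luciferase (10nM final) with 10uM D-luciferin and 10uM ATP (Km levels) in 50mM Tris acetate pH 7.5, 10mM Mg acetate, 0.01% Tween-20, 0.05% BSA; qHTS 6-point titration, ~60 µM downward; luminescence read.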
# TRPV1 ag = agonists of human vanilloid receptor 1 (TRPV1). AID 540275. actives 0.19% (n = 320,000). Q8NER1. TRPV1-expressing cells, Fluo-8 calcium influx, agonist mode. activation, % at 8.33 µM; in the data active = activation above about 80%; inconclusive = between about 30% and that limit; note: 0% is about no effect
#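 Fluo-8 calcium influx in TRPV1-expressing cells, kinetic read (ex 480/em 520 nm). Compound added and read 3 min for agonist activity, followed by capsaicin at EC20 final and 2 min further read for enhancement.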
# Tb PFK inh = blocks T. brucei phosphofructokinase; AID 485367; actives 0.17% (n = 330,000); O15648; T. brucei PFK, ADP-Glo luminescence; Potency, µM (top dose mostly 57.5 µM), without a hit: at the highest dose activity, negative = inhibition, hits mostly inhibitors;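 note: potency is the fitted concentration of half-maximal effect; 0% = uninhibited 1x PFK enzyme wells and -100% = no-enzyme wells; nearly all actives have a fitted effect of over 60% in size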
# Target sequence (O15648 whole entry, looked up): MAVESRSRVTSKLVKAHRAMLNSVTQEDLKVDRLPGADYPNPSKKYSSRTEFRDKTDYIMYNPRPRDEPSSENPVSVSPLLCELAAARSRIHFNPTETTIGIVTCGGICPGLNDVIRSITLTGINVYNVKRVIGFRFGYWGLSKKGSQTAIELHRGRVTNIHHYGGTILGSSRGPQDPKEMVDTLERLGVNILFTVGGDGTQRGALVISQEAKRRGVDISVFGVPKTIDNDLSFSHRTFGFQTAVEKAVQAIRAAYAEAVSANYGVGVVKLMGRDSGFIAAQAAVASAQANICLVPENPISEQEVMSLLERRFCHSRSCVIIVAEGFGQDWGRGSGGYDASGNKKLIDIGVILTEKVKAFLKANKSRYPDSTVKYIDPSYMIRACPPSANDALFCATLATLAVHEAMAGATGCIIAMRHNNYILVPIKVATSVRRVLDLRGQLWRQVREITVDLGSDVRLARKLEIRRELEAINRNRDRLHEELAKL
#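 Luminescent ADP detection (ADP-Glo, two-step: ATP depletion then ADP-to-ATP conversion for luciferase) reported PFK activity after 45 min room-temperature reaction of 1.25 nM enzyme with 0.5 mM F6P and 0.1 mM ATP at pH 8.0.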
# BRCA1 expr act = BRCA1 expression activation; actives 1.1% (n = 380,000); Potency, µM (titrated, usually from 46.1 µM), for inactives: top-dose activation, usual class: activators; MCF7-BRCA1-FFLuc reporter, luminescence, 48 h; response scale: scaled: vehicle 0%, 10 µM genistein 100%; note: potency is the fitted concentration of half-maximal effect; nearly all actives have a fitted effect of over 80% in size; some results filed as inactive show a strong effect at the top dose
#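 MCF7-BRCA1-FFLuc, 2000 cells/well; 2 h attach, 37 °C/5% CO2; compound 48 h; luciferase substrate 15 min; luminescence end-point. Norm. to genistein 10 microM max activation and DMSO; concentration-response curves fitted.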
# VP16 counter = Gal4-VP16 reporter inhibition counter-screen. Drosophila S2 Gal4-VP16 UAS-luciferase, luminescence, 20 h. Potency, µM (series often up to 53.6 µM), inactives show top-dose activity, negative = inhibition, usual class: inhibitors. AID 2546. actives 3.5% (n = 310,000);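 note: Gal4-VP16 expression switched on by copper sulfate through the metallothionein promoter; potency is the fitted concentration of half-maximal effect; % is set by controls: 0 for no effect and ±100 for the full control effect; nearly all actives have a fitted effect of over 50% in size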
# NPC1 promoter act = NPC1 promoter activation; Huh7 NPC1 promoter luciferase reporter, 24 h; Potency, µM (series often up to 9.22 µM), for inactives: top-dose activation, usual class: activators; actives 2.4% (n = 320,000);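 note: potency is the fitted concentration of half-maximal effect; % of control where 0% means no effect; nearly all actives have a fitted effect of over 60% in size; reporter is driven by a mutant NPC1 promoter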
#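 Huh7 reporter cells (NPC1 promoter driving luciferase) are dosed with compound for 24 h at 37 °C, 5% CO2; luciferase detection reagent is then added and luminescence measured after 10 min at ambient temperature.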
# RORg inh = ROR gamma (mouse) transcription inhibition | Potency, µM (highest dose often 53.6 µM), for inactives: at the highest dose activity change, negative = inhibition, hits mostly inhibitors | P51450 | actives 5.4% (n = 310,000) | Drosophila S2 Gal4-RORgamma UAS-luciferase reporter, 20 h | AID 2551; note: potency is the fitted concentration of half-maximal effect; % is set by controls: 0 for no effect and ±100 for the full control effect; nearly all actives have a fitted effect of over 60% in size
#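 Stably transfected Drosophila Schneider cells are the test system, with ROR gamma fused to Gal4 and luciferase under UAS control; luminescence is read after 20 hr of 700 uM copper sulfate induction at ambient temperature.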
# Rab9 prom act = activators of Rab9 promoter | Huh7 Rab9 promoter-luciferase reporter, luminescence, 24 h | Potency, µM (highest dose often 9.22 µM), inactives show at the top dose activation, negative = inhibition, hits mostly activators | actives 2.8% (n = 320,000); note: potency is the fitted concentration of half-maximal effect; % of control where 0% means no effect; nearly all actives have a fitted effect of over 60% in size
#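 Huh7 reporter line, Rab9 promoter upstream of luciferase. Compound exposure 24 h at 37 °C in reduced-serum medium with 10% FBS. Read-out: luminescence.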
# ELG1 DNA repair = blocks ELG1-dependent DNA repair in HEK293T cells. Potency, µM (doses to about 46.1 µM), without a hit: top-dose activity change, negative = inhibition, actives largely listed as inhibitors. HEK293T ELG1-luciferase reporter, luminescence, 16 h; DNA damage induced by 5-fluorouridine. actives 2.3% (n = 330,000); note: potency is the fitted concentration of half-maximal effect; % is set by controls: 0 for no effect and ±100 for the full control effect; nearly all actives have a fitted effect of over 55% in size
#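 Quantitative HTS, concentration-response format. 2,000 cells/well co-treated with 5-fluorouridine and compound, 16 hr in 5% CO2 at 37 °C; ONE-Glo luminescence read after 30 min.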
# ELG1 genotox = genotoxicity induction in ELG1-luciferase HEK293T cells | HEK293T ELG1-luciferase reporter, luminescence, 16 h | Potency, µM (series often up to 46 µM), for the others: at the highest dose activity change, positive = activation, usual class: activators | actives 1.3% (n = 330,000) | AID 504466; note: potency is the fitted concentration of half-maximal effect; % of control where 0% means no effect; nearly all actives have a fitted effect of over 60% in size
#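 Cells (2,000/well) expressing the ELG1-luciferase fusion are dosed by pin tool and kept 16 hr at 37 °C, 5% CO2. Signal comes from ONE-Glo luciferase reagent after 30 min at room temperature.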
# p53 reactivator = mutant p53 re-activation in reporter cells; H1299 p53-A138V BP100-luciferase reporter, luminescence, 24 h; Potency, µM (doses to about 92.2 µM), for inactives: at the highest dose activity change, positive = activation, hits mostly activators; actives 0.063% (n = 320,000); AID 504706; note: potency is the fitted concentration of half-maximal effect; % of control where 0% means no effect; nearly all actives have a fitted effect of over 45% in size
#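 H1299 (p53-null), stable ts p53-A138V + BP100-Luc; 1000 cells/well, Opti-MEM/10% FBS; cpd 4 pt, 1:5; 24 h, 37 deg C, 5% CO2; detection reagent 10 min RT; luminescence.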
# Numbers without * were called inactive; ? = inconclusive; . = not tested or not shown; & = joins results of further samples; ! = repeats disagree; [ ] = dose if it differs, or a comment. Unless noted, calls come from the whole dose curve; as a rule, active = well fitted curve in the direction sought with a large enough effect; inconclusive = small, poorly fitted or top-dose-only effect, or another doubt; inactive = no such curve, though single readings can be large; an effect the other way counts as inactive or inconclusive.
SMILES,FLuc counter,TRPV1 ag,Tb PFK inh,BRCA1 expr act,VP16 counter,NPC1 promoter act,RORg inh,Rab9 prom act,ELG1 DNA repair,ELG1 genotox,p53 reactivator
Cc1cc2c(s1)c1cnn(Cc3ccccc3F)c(=O)c1n2C,5%&3%,3,0%,-1%,?,1%,-7%,3%,.,.,.
Cc1ccc(C(=O)COC(=O)CNC(=O)COc2ccccc2C)cc1C,?,-3,-1%,1%&1%,-8%,-1%,-1%,-4%,9%,0%,7%
O=C(COC(=O)C12CC3CC(CC(O)(C3)C1)C2)Nc1ccc(OC(F)F)cc1,?,2,0%,1%,.,8%,.,10%,8%,5%,?
CN1CCN(NC(=O)Nc2ccc(F)cc2)CC1,-6%,0,0%,-4%,-2%,-1%,-6%,2%,10%,2%,-3%
CCN1CCN(C(=S)c2ccc(-c3ccccc3)cc2)CC1,-7%,15,-13%,-72%[inhibitor],1%,-10%,-17%,-25%,?,-8%,-7%
CN1C(=O)C(CC(=O)NCCc2ccccc2)N(NC(=O)c2cccc(F)c2)C1=S (centres undefined),-1%,-2,-6%,-4%,-14%,2%,-26%,-2%,0%,0%,-2%
Nc1n[nH]c(C2CC2)c1N=Nc1ccc(Cl)c(Cl)c1,?,21,0%,2%,-3%,6%,-10%,-1%,5%,8%,9%
COCCCNC(=O)c1cc(S(=O)(=O)N2CCOCC2)ccc1SCc1cccc(OC)c1OC,0%,1,-3%,15%,29%,-3%,29%,-1%,-1%,-1%,-2%
Cc1ccc(S(=O)(=O)c2nnn3c2nc(N2CCC(C(N)=O)CC2)c2ccccc23)cc1,-2%,2,-5%,0%,0%,-9%,0%,1%,3%,-1%,-6%
COC(=O)[C@@]1(Cc2ccccc2)[C@H]2C(=O)N(Cc3ccccc3)C(=O)[C@H]2[C@H]2CN=C(SCC3CC3)N21,.,.,0%,0%,.,.,.,.,?,-8%,-9%
CCCSc1cc(=O)n(-c2ccccc2)nc1C(=O)OCC,1%,15,-7%,5%,-7%,-4%,-2%,0%,-3%,0%,0%
O=C(NC1CCCC1)C(c1cccs1)N(C(=O)c1ccco1)c1ccc2c(c1)OCCO2 (centres undefined),0%[2.3 µM],2,-3%,-1%,5%,-1%,6%,8%,22%,5%,20%
COc1ccc(NC(=O)CSc2ccc3nnc(-c4cccnc4)n3n2)c(OC)c1,0%,-1,2%,-23%,8%,-4%,16%,0%,-7%,-12%,-5%
C=C(NC(C)=O)c1c(F)cccc1F,2%,7,6%,2%,.,0%,.,0%,18%,5%,6%
CC(C)N1CCN(Cc2nc3ccccc3s2)CC1CCO (centres undefined),2%,2,-25%,-14%,-1%,0%,-18%,3%,?,0%,-1%
Cc1ccc(-c2nc(N)n(C(=O)c3ccco3)n2)cc1,-4%,-2,-2%,5%,19%[10 µM],-1%,11%,1%,8%,2%,-1%
Cc1cccc(N2CCN(C(=O)CCc3nc4ccccc4[nH]3)CC2C)c1 (centres undefined),-1%,10,-1%,-10%,-8%,1%,-5%,1%,?,-7%,-6%
COc1ccc2[nH]c3c(c2c1)CCN1C(=O)C(CC(=O)NCCc2ccccn2)C[C@H](C(=O)N2CCOCC2)[C@@]31C (some centres undefined),.,.,-1%,-8%,.,.,.,.,12%,7%,6%
N#CCCN(C(=O)COC(=O)c1ccc(S(=O)(=O)Nc2ccccc2)cc1)c1ccccc1,3%,-1,1%,-3%,-27%,-1%,?,1%,3%,-1%,-11%
Cc1cc(/C(=N/O)C(C)(C)NO)ccc1Cl,-9%,2,-1%,-1%,-4%,0%,8%,-6%,1%,0%,-2%
CCN1N=C(c2cc(Cl)sc2Cl)CSC1=O,0%,12,-3%,-4%,?,1%,-30%,-3%,8%,0%,-2%
Cc1ccccc1NC1=NC2(CCCC2)N=C(N)N1,-1%,1,0%,-13%,-10%,-2%,-16%,8%,-6%,14%,-1%
Cc1cccc(N2CCN(CC(=O)Nc3ccccc3[N+](=O)[O-])CC2)c1C,5%,0,-4%,3%,0%,-4%,-1%,-1%,4%,-4%,8%
CCCc1c(OCCCCc2nn[nH]n2)ccc(C(C)=O)c1O,?,1&0,-8%&-1%,-15%,13µM*!,1%&2%,?,1%&-2%,-1%,1%,-3%
O=C(Oc1ccc(N(Cc2cccs2)C2=NS(=O)(=O)c3ccccc32)cc1)c1ccccc1F,0%,1,-4%,0%[1.84 µM],12%,1%,-3%,-2%,-3%,-9%,0%

# Full records as entered above.
# O=C(NC1CCCC1)C(c1cccs1)N(C(=O)c1ccco1)c1ccc2c(c1)OCCO2 (centres undefined) reads FLuc counter = 0%[2.3 µM]; TRPV1 ag = 2; Tb PFK inh = -3%; BRCA1 expr act = -1%; VP16 counter = 5%; NPC1 promoter act = -1%; RORg inh = 6%; Rab9 prom act = 8%; ELG1 DNA repair = 22%; ELG1 genotox = 5%; p53 reactivator = 20%
# CC(C)N1CCN(Cc2nc3ccccc3s2)CC1CCO (centres undefined) reads FLuc counter = 2%; TRPV1 ag = 2; Tb PFK inh = -25%; BRCA1 expr act = -14%; VP16 counter = -1%; NPC1 promoter act = 0%; RORg inh = -18%; Rab9 prom act = 3%; ELG1 DNA repair = ?; ELG1 genotox = 0%; p53 reactivator = -1%

# The main list resumes, repeating the four entries before the break.
SMILES,FLuc counter,TRPV1 ag,Tb PFK inh,BRCA1 expr act,VP16 counter,NPC1 promoter act,RORg inh,Rab9 prom act,ELG1 DNA repair,ELG1 genotox,p53 reactivator
Cc1ccccc1NC1=NC2(CCCC2)N=C(N)N1,-1%,1,0%,-13%,-10%,-2%,-16%,8%,-6%,14%,-1%
Cc1cccc(N2CCN(CC(=O)Nc3ccccc3[N+](=O)[O-])CC2)c1C,5%,0,-4%,3%,0%,-4%,-1%,-1%,4%,-4%,8%
CCCc1c(OCCCCc2nn[nH]n2)ccc(C(C)=O)c1O,?,1&0,-8%&-1%,-15%,13µM*!,1%&2%,?,1%&-2%,-1%,1%,-3%
O=C(Oc1ccc(N(Cc2cccs2)C2=NS(=O)(=O)c3ccccc32)cc1)c1ccccc1F,0%,1,-4%,0%[1.84 µM],12%,1%,-3%,-2%,-3%,-9%,0%
O=C(NCc1ccc2c(c1)OCO2)c1cccc(S(=O)(=O)N2CCOCC2)c1,1%,-2,-6%,-14%,0%,6%,2%,-2%,3%,-1%,-4%
CN(C)N=Nc1ccc(S(N)(=O)=O)cc1,-2%,0,-7%,-1%,-3%,-1%,3%,-9%,14%,3%,-1%
CN1C(=O)C(O)(CC(=O)c2cccnc2)c2ccccc21 (centres undefined),2%,0,-1%,0%,1%,2%,-4%,1%,6%,0%,23%
CCOC(=O)NC1(C(F)(F)F)C(=O)N(Cc2ccccn2)C2=C1C(=O)CC(C)(C)C2 (centres undefined),6%,-1,3%,17%,1%,1%,-11%,0%,1%,0%,-3%
Cc1[nH]c(=O)[nH]c(=O)c1NC(=O)c1sc2nc3c(C)cccc3cc2c1N,?,1,6%,-41%,1%,-6%,-4%,-12%,-2%,1%,-8%
Cc1ccc(Oc2cc(NN3CCCCC3)c([N+](=O)[O-])cc2[N+](=O)[O-])c(Cl)c1,1%,16,4%,-6%,13%,-1%,14%,-2%,-10%,-3%,.
O=C(Nc1cccc(S(=O)(=O)N2CCCCC2)c1)C1CC1,0%,7,0%,-10%,.,-4%,.,-7%,16%,0%,-4%
CCSC(C)CC1C/C(=N/O)c2c(C)noc2C1 (centres undefined),1%,-3,-13%,9%,3%,0%,16%,1%,-7%,-3%,-11%
CCc1ccc(OCC(=O)Nc2ccc(S(=O)(=O)N3CCCC3)cc2)c(Br)c1,-2%,3,-2%,4%,-7%,-5%,-29%,1%,3%,0%,-3%
COc1ccc2c(=O)c3c(=O)n(Cc4ccco4)c(-c4cc(OC)c(OC)c(OC)c4)nc3oc2c1,-5%,6,-2%,0%,-15%,-2%,9%,-13%,13µM*,-4%,-10%
CCOC(=O)c1ccc(NC(=O)Nc2ncccc2C)cc1,?,7,-2%,70%,5%,?,?,?,?,?,-5%
O=S1(=O)CC(O)C(NCc2cccnc2)C1 (centres undefined),0%,3,-3%,-1%,-1%,-1%,-24%,3%,6%,-7%,4%

# Assay outcomes (PubChem)
